OX1R antag-1 – antagonists of human orexin 1 receptor (OX1R); Orexin/Hypocretin receptor type 1 (Homo sapiens), O43613; OX1R-expressing cells, FRET antagonist read-out; inhibition, % at 6.6 µM; actives 1.8% (n = 330,000); AID 485270, 2010; in the data active = inhibition mostly above about 38%, no sharp cut-off; inactive = mostly below about 40%;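 note: 0% = agonist challenge alone and 100% = reference antagonist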
Target sequence (O43613 whole entry, looked up): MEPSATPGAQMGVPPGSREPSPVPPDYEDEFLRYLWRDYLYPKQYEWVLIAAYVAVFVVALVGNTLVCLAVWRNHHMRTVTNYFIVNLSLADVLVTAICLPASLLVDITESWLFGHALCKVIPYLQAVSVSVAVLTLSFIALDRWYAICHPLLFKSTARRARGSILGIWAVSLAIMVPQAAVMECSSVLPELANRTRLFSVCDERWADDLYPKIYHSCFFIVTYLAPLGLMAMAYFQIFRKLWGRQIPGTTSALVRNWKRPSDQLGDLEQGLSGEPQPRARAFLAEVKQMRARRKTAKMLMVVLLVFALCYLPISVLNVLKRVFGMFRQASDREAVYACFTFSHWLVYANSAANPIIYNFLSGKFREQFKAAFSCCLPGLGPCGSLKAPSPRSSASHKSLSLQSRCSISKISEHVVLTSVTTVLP
STK33 kinase inh – inhibitors of purified STK33 kinase, primary screen, biochemical, ADP-Glo luminescence, homogeneous, cell-free. Serine/threonine-protein kinase 33 (Homo sapiens), Q9BYT3. MBP phosphorylation. inhibition, % at 10 µM. actives 0.073% (n = 320,000). AID 2661, 2010;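 active = inhibition at or above 25%, using the most active replicate where run in duplicate; inactive = inhibition below 25%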
Target sequence (Q9BYT3 whole entry, looked up): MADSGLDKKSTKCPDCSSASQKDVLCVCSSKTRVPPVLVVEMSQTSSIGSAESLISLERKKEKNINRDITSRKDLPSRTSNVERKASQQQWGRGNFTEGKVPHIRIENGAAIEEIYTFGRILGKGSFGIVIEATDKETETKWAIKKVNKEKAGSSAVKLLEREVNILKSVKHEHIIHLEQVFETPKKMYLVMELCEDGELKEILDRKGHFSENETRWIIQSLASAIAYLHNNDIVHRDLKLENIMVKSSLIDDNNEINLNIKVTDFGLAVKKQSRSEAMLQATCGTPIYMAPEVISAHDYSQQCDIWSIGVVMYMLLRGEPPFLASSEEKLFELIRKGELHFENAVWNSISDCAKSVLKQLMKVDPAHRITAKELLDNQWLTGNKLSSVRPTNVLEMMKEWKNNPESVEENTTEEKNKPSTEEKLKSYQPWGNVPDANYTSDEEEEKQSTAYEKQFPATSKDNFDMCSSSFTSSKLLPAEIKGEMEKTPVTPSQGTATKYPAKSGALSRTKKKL
OX1R antag-2 – OX1R (HCRTR1) antagonists, primary screen, fluorescence, CHO/OX1R cells, Fluo-8 calcium, orexin A; Orexin/Hypocretin receptor type 1 (Homo sapiens), O43613; AID 434989, 2010; inhibition, % at 5 µM; Fluo-8 calcium fluorescence; actives 0.43% (n = 330,000);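 active = inhibition above its plate's threshold, mean inhibition of all tested compounds on the plate plus 3 SD, cut at about 37% in these data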;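 note: 0% = orexin A challenge wells and 100% = SB-334867-A antagonist wells; not every result past the cut was called active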
* hit, by the source's call; x = no result given.

SMILES	OX1R antag-1	STK33 kinase inh	OX1R antag-2
C=COCCCNc1ncnc2sc(-c3ccccc3)cc12	6.9	3.2	-21.8
O=C(N/N=C/c1ccncc1)C1C2CCCCCCC21 (stereo not drawn)	11.8	-0.6	-13.7
COc1ccc2c(c1)[nH]c1c(=O)n(/N=C/c3ccc(OC)c(CN4CCCC4)c3)cnc12	23.9	-1.4	-11.7
N#Cc1c(-c2ccccc2)nc(SCC(=O)N2c3ccccc3Sc3ccccc32)[nH]c1=O	76.0*	0.0	-15.1
CS(=O)(=O)N(CC(=O)NCC1CCCO1)c1cccc(Cl)c1 (stereo not drawn)	26.8	-1.6	-14.3
CCOc1ccc(C(=O)N2CCN(c3cccc(C)c3C)CC2)cc1	11.6	3.2	-20.3
O=C(NCCn1cc(SCC(=O)N2CCOCC2)c2ccccc21)c1c(F)cccc1F	7.8	-0.5	-16.4
Nc1ncn(C23CC4CC(CC(C4)C2)C3)n1	21.5	-1.3	-4.6
Cc1ccc(C(=O)NC(=S)N(C)C2CCCCC2)cc1Br	21.8	-1.3	-29.8
O=C(CN1CCCCCC1)Nc1ccc(Br)cc1	3.8	-3.5	-20.1
COc1ccc([C@@H]2[C@@H]3C(=O)N(C(C)(C)C)C(=O)[C@@H]3[C@]3(Cc4ccccc4)C(=O)N(c4ccccc4)C(=O)N23)cc1	12.5	0.8	-27.1
CC1CCN(c2ccc(C(=O)NCCc3ccccc3)cn2)CC1	9.9	2.9	-6.3
O=C(N/N=C(/c1ccccc1)c1ccncc1)c1ccc2c(c1)OCO2	19.5	-1.5	-9.3
O=C(C1=C[C@@H](C2CC2)C[C@@H](OCCCCO)O1)N1CCOCC1	32.0	1.2	-11.3
CCC(=O)Nc1cccc(C(=O)/C=C/c2ccccc2)c1	7.0	6.3	-30.1
Cc1ccc(O)c(C(=O)c2cnc3c(c2)c(C)nn3-c2ccccc2)c1	23.0	0.7	-47.1
CCc1ccccc1NC(=O)CN(C)C(=O)Cn1cc(C(F)(F)F)cc(Cl)c1=O	13.0	-2.7	-23.4
COc1cccc(C(=O)NNC(=O)CCC(=O)O)c1	17.9	-0.5	-3.6
NC(=O)CCN1CCN(C(=O)c2ccc3nc(Cc4cccc(Cl)c4)oc3c2)CC1	6.0	-2.4	-7.8
COC(=O)CC1COc2ccccc2N1C(=O)c1ccc(OC)cc1 (stereo not drawn)	22.3	-0.2	-19.1
O=C(COC(=O)/C=C/c1ccc2c(c1)OCO2)Nc1ccccc1	8.6	0.2	-24.4
Oc1c(Br)cc(Br)cc1/C=N/c1nccs1	-11.3	-1.3	12.5
Cc1ccnc(N2CCC(C(=O)NNC(=O)c3ccccc3)CC2)n1	11.2	-1.1	-4.2
CN1CCN(C(=S)SCC(=O)N2CCCc3ccccc32)CC1	4.8	-0.8	-9.8
COc1cc(Cl)ccc1NC(=S)N(CCN(C)C)C(C)c1ccncc1 (stereo not drawn)	9.5	-1.0	-15.5
C[C@]12CCC[C@H](O1)[C@H]([C@@H](O)c1ccccc1)O2	-5.0	-1.6	-4.9
O=c1cc(O)c(-c2ccccc2)c(Cl)[nH]1	8.5	-0.4	-6.4
COC(=O)CSc1nc(-c2ccccc2)cc(-c2ccco2)c1C#N	18.3	0.2	-7.5
Cc1ccc(C2N3CC4([N+](=O)[O-])CN2CC([N+](=O)[O-])(C3)C4(C)C)cc1 (stereo not drawn)	0.4	-1.4	2.7
O=C(O)c1cn(C2CCCCC2)c2ccccc2c1=O	5.9	-1.3	-25.7

An excerpt from above in order of the STK33 kinase inh value, highest first:
canonical_smiles,OX1R antag-1,STK33 kinase inh,OX1R antag-2
Cc1ccc(O)c(C(=O)c2cnc3c(c2)c(C)nn3-c2ccccc2)c1,23.0,0.7,-47.1
CN1CCN(C(=S)SCC(=O)N2CCCc3ccccc32)CC1,4.8,-0.8,-9.8
O=C(N/N=C(/c1ccccc1)c1ccncc1)c1ccc2c(c1)OCO2,19.5,-1.5,-9.3

The list continues:
SMILES	OX1R antag-1	STK33 kinase inh	OX1R antag-2
CCn1cc(C(=O)N[C@@H](CCSC)C(=O)NC(C)(C)CO)c(=O)c2cc3c(cc21)OCO3	12.5	-1.5	-4.2
CCCOc1ccccc1NC(=O)c1ccc(N)cc1	17.3	2.5	-34.4
CO[C@H]1O[C@@H]2O[C@@]3(C)CC[C@H]4[C@H](C)CC[C@@H]([C@H]1C)[C@@]24OO3	9.7	-1.8	-2.4
CCCOc1ccc(NC(=O)CC2C(=O)N(C)C(=S)N2Cc2ccc3c(c2)OCO3)cc1 (stereo not drawn)	11.5	0.2	-15.0
O=C(O)CNC(=O)C(CS)Cc1ccccc1 (stereo not drawn)	13.3	0.0	0.1
CCN1CCc2c(OCc3ccccc3)cccc2C1=O	5.1	0.6	-23.0
O=S1(=O)C=CC(c2ccccc2)C1 (stereo not drawn)	-1.4	0.8	-6.4
Cc1cccc(CC2CC(=O)N(c3ccc([N+](=O)[O-])cc3)C2=O)c1 (stereo not drawn)	4.3	-1.3	-33.2
COc1ccc(Cn2c(=O)[nH]c3cc(C(=O)N4CCN(c5ccc(C(C)=O)cc5)CC4)ccc3c2=O)cc1	2.1	-2.0	-8.2
CCC(C)NC(=O)c1cc(C)no1 (stereo not drawn)	8.7	-1.0	-5.9
COc1ccc(C(C)=O)cc1COc1ccc(Cl)cc1Cl	4.1	-3.8	-36.9
Cc1cc(C)cc(OCC(=O)N(Cc2ccccc2)C2CCS(=O)(=O)C2)c1 (stereo not drawn)	8.8	0.3	-31.6
O=C(O)CCCCCCNC(=O)c1cncc(O)c1	12.8	-2.7	4.4
CCCCOc1cccc(/C=N/NC(=O)c2csc(C)c2C)c1	30.1	-0.6	-38.2
C=C[C@@]1(C)CC(=O)[C@]2(O)[C@@]3(C)[C@@H](O)CCC(C)(C)[C@@H]3[C@H](OC(C)=O)[C@H](O)[C@@]2(C)O1	15.1	0.0	-0.8
COc1ccc(CC(=O)OCC(=O)c2ccc[nH]2)cc1	2.9	-2.7	-0.6
O=C(Nc1cc(S(=O)(=O)N2CCOCC2)ccc1N1CCOCC1)c1c(F)cccc1Cl	8.7	0.4	-20.0
CCOC(=O)N1CCN(C(=O)c2ccc(N3C(=O)c4ccccc4C3=O)cc2)CC1	80.1	-0.3	-2.3
CS(=O)(=O)c1ccc(Cl)c(NC(=O)COC(=O)CCN=C2NS(=O)(=O)c3ccccc32)c1	8.7	1.1	-17.4
OCC1CCCN(c2ncnc3scc(-c4ccccc4)c23)C1 (stereo not drawn)	13.2	0.2	-12.9
O=C(NCc1ccccc1)c1csc2c1CCCCC2	19.7	0.1	-8.6
CCCCn1c(N)c(N(CCOC)C(=O)c2cccc(S(=O)(=O)N(C)c3ccc(C)cc3)c2)c(=O)[nH]c1=O	9.3	-0.7	-15.3
CC(C)CC(NC(N)=O)C(=O)OCC(=O)Nc1ccc(SC(F)F)cc1 (stereo not drawn)	23.4	-1.4	-4.1
C=CCn1c(SCC(=O)Nc2ccc(Br)cc2)nc(O)c(CC)c1=O	11.8	2.7	-11.2
CCN(CC)C(=O)C(=O)c1ccn(-c2c(C)csc2C(=O)OC)c1	6.2	1.3	-31.1
CC1CCCN(C2(O)C(=O)Nc3ccc(Cl)cc32)C1 (stereo not drawn)	-9.4	-0.3	10.8
CCc1cc(C(=O)NCC(c2ccco2)N2CCCCC2)sc1C (stereo not drawn)	5.7	-2.0	-14.8
Cc1cccc(NC(=O)C2(c3ccccc3)CCOCC2)c1	14.8	-1.2	-6.0
CCOC(=O)C1(Cc2cccc(Cl)c2)CCCN(CCO)C1 (stereo not drawn)	14.2	-1.2	-28.7
COc1ccccc1C(=O)N/C(=C\c1ccccc1)C(=O)NC(C)C(=O)O (stereo not drawn)	6.1	0.2	-10.6

Entries of single compounds, quoted from the list:
O=S1(=O)C=CC(c2ccccc2)C1 (stereo not drawn) is listed with OX1R antag-1: -1.4; STK33 kinase inh: 0.8; OX1R antag-2: -6.4
OCC1CCCN(c2ncnc3scc(-c4ccccc4)c23)C1 (stereo not drawn) is listed with OX1R antag-1: 13.2; STK33 kinase inh: 0.2; OX1R antag-2: -12.9

The list continues:
Below each compound – OX1R antag-1 | STK33 kinase inh | OX1R antag-2
> CN(C)C(CNC(=O)NC1CCCCC1)c1cccnc1 (stereo not drawn)
  12.2 | -0.9 | -11.1
> CCc1nn(CC(=O)NCCCc2ccccc2)c(=O)c2cc3cc(F)ccc3n12
  9.8 | 0.8 | -30.4
> COc1ccc2c(c1OC)C(=O)OC2Nc1ccccc1S(=O)(=O)C(F)F (stereo not drawn)
  4.7 | -1.1 | -9.8
> Cc1nc2nc(-c3cccnc3)[nH]n2c(=O)c1Cc1ccccc1
  3.1 | 0.3 | -2.0
> C=CCSc1nnc(Cn2c(=O)sc3ccccc32)n1C
  5.4 | -1.3 | -7.0
> COc1ccc(Nc2nnc(Cc3ccncc3)c3ccccc23)c(OC)c1
  5.8 | -0.8 | -17.9
> O=C1NCCCCC1NS(=O)(=O)c1ccc(Cl)cc1 (stereo not drawn)
  -3.8 | -0.1 | -13.3
> O=C(NNc1ccccn1)C(=O)NNS(=O)(=O)c1ccc(F)cc1
  12.4 | 0.9 | -20.4
> COc1ccc(OC)c(CN2CCN(C(=O)c3ccc(S(=O)(=O)Nc4ccccc4F)cc3)CC2)c1
  3.1 | -0.1 | -6.3
> O=c1[nH]c(SCc2ccccc2F)nc2ccccc12
  19.2 | -1.0 | -21.7
> CCCCNC(=O)CNC(=S)N(Cc1ccccc1F)C1CCCCC1
  19.4 | 0.3 | -24.9
> C[C@H](NC(=O)c1cc2cc(Cl)ccc2n1C)C(=O)N[C@@H](C(=O)O)c1ccccc1
  2.5 | -0.1 | 3.4
> CCN(CC(=O)Nc1ccc2c(c1)OCCO2)C(=O)c1ccc(C(F)(F)F)cc1
  6.8 | x | -17.8
> COc1ccc(CCNC(=O)COc2coc(CN3c4ccccc4CC3C)cc2=O)cc1OC (stereo not drawn)
  5.3 | x | -20.2
> O=C(NCCCn1ccnc1)c1cc(C(=O)C2CCCCC2)c[nH]1
  8.8 | 0.3 | 6.2
> Oc1ccccc1Oc1ncc(Br)c(Cl)n1
  4.5 | 12.4 | -20.3
> Cc1sc(NC(=O)C2CC(Cl)=CCC2C(=O)O)c(C#N)c1C (stereo not drawn)
  39.4 | -0.2 | -3.9
> Cc1ccc(S(=O)(=O)N2CCN(C(=O)COC(=O)CCOc3ccc(C(C)(C)C)cc3)CC2)cc1
  19.4 | -1.1 | 36.8
> CC1CN(c2ccc([N+](=O)[O-])cc2C#N)CC(C)O1 (stereo not drawn)
  23.3 | -0.1 | -5.7
> COCCn1c(C23CC4CC(CC(C4)C2)C3)n[nH]c1=S
  7.6 | 1.0 | 5.3

OX1R antag-1: what is marked active above
Below each compound – OX1R antag-1 | STK33 kinase inh | OX1R antag-2
> N#Cc1c(-c2ccccc2)nc(SCC(=O)N2c3ccccc3Sc3ccccc32)[nH]c1=O
  76.0* | 0.0 | -15.1

New compounds follow.
Below each compound – OX1R antag-1 | STK33 kinase inh | OX1R antag-2
> COc1ccc(CNC(=O)CCN2C(=O)[C@@H]3Cc4ccccc4CN3C2=O)cc1
  10.1 | -0.6 | -32.5
> CCOc1ccc(Cc2nnc(SCC(=O)Nc3ccccc3)n(N)c2=O)cc1
  7.6 | -0.1 | -16.1
> O=C(Nc1ccc(Br)cc1F)c1ccc2nsnc2c1
  14.8 | -1.4 | -6.6
> COC(c1ccccc1)c1nnc(CCC(=O)N2CCN(CCOc3ccccc3)CC2)o1 (stereo not drawn)
  9.7 | -1.1 | -17.9
> Cc1ccc(N=C2NC(=O)/C(=C/c3cccn3C)S2)cc1C
  78.8* | -0.2 | 57.5*
> CSc1nc(-c2ccc(F)cc2)cc(=O)[nH]1
  11.5 | 0.3 | -9.9
> CCCCn1c(N)c(N(CC(C)C)C(=O)c2c(CC)noc2C)c(=O)[nH]c1=O
  2.6 | -2.0 | -3.1
> CS(=O)(=O)Nc1ccc(C(=O)N2CCN(c3ccccc3F)CC2)cc1
  -2.3 | -0.5 | 3.7
> CCCCNC(=S)NNC(=O)c1c(C)nc2ccccn12
  6.8 | -0.3 | -12.2
> NS(=O)(=O)c1ccc(CCNCc2cc(Br)ccc2OCc2ccccc2F)cc1
  20.0 | -0.7 | 48.6*
> CC(=O)CSc1ncnc2c1cnn2-c1ccccc1
  28.7 | x | -11.9
> Cc1ccc(-c2nc(NC(=O)c3nn(C)cc3[N+](=O)[O-])sc2C)cc1C
  17.0 | -0.1 | -20.8
> COc1ccccc1C(=O)NCCC(=O)N1CCN(S(=O)(=O)c2cccc(Cl)c2)CC1
  -2.0 | -0.8 | -6.8
> O=[N+]([O-])c1cc(Br)c2nsnc2c1N1CCOCC1
  28.8* | 1.0 | -14.6
> CCCCCn1c(N(C)Cc2ccccc2)nc2c1c(=O)[nH]c(=O)n2C
  8.8 | -2.5 | -30.6
> O=C1c2ccccc2NC(c2ccccn2)N1c1ccc(Cl)cc1 (stereo not drawn)
  4.7 | 1.7 | -28.5
> CCCCNc1nc2ccccc2n1CC(=O)N1CCc2ccccc2C1
  18.3 | -2.1 | -20.4
> Cc1ccc(/C=N/NC(=O)C(NC(=O)c2ccccc2)c2n[nH]c(=O)c3ccccc23)cc1 (stereo not drawn)
  3.3 | -1.3 | -19.6
> Cc1ccc(S(=O)(=O)NCCC(=O)NCCCSc2ccccc2)cc1
  4.3 | -0.8 | -17.9
> Cc1cc(NC(=O)Cn2nnc(-c3ccccc3NC(=O)c3ccccc3F)n2)no1
  16.4 | -0.1 | -26.1
> COc1ccc(C(c2c(O)nc(SC)n(C)c2=O)c2c(O)nc(SC)n(C)c2=O)cc1O
  16.3 | -1.2 | 0.7

Screening data deposited in PubChem by several laboratories.

No enrichment for hits. Share with any hit: about 2.2%.
